High-throughput results as filed in PubChem.
TSG101-PTAP inh: qHTS Validation Assay for Inhibitors of HIV-1 Budding by Blocking the Interaction of PTAP/TSG101: Sytravon Library Screen | Fluorescence polarization, FITC-PTAP peptide/Tsg101, 20 min | AID 1347069, 2019 | 44,000 tested, under 10 active | Potency, µM (highest dose often 115 µM), for inactives: at the top dose activity change, negative = inhibition, actives largely listed as inhibitors; further: potency means the concentration at half of the fitted maximal effect; 0% is about no effect
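The Tsg101 binding domain, at 10 uM final, is mixed with compound and a FITC peptide bearing the PTAP motif (50 nM final). After 20 min at r.t., polarization is measured; actives defined by CRC class, efficacy cut-off 60% inhibition.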
GALK inh: qHTS Assay for Inhibitors of Human Galactokinase (GALK): NCGC Sytravon Library Screen | Potency, µM (top dose mostly 57.5 µM), inactives show top-dose activity, negative = inhibition, hits mostly inhibitors | AID 1347072, 2019 | recombinant GALK, Kinase-Glo ATP luminescence, 1 h | 44,000 tested, under 10 active;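 further: plate controls were full GALK reaction for no effect and reaction lacking GALK for full effect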
Target sequence (P51570 whole entry, looked up): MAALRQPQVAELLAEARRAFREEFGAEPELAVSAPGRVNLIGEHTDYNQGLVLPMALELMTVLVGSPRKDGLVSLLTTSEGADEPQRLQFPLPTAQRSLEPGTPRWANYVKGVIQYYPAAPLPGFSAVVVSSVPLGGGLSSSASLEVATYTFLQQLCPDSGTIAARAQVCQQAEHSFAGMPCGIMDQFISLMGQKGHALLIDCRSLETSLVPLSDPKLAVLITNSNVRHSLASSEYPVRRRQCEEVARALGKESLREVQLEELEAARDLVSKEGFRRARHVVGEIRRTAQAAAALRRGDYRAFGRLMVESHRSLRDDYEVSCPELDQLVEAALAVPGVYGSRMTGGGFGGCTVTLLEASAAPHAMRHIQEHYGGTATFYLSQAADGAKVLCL
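5 nM GALK; 35 uM ATP; 100 uM D-galactose; 20 mM HEPES pH 8.0, 5 mM MgCl2, 60 mM NaCl, 1 mM DTT, 0.01% BSA; 1 h RT; Kinase-Glo Plus luminescence.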
p53null 39C kill: qHTS Screen for Compounds that Selectively Target Cancer Cells with p53 Mutations: Cytotoxicity of p53 Null Cells at the Nonpermissive Temperature; H1299 p53-null (neo) cells, 39C, ATPlite viability, 24 h; Potency, µM (top dose mostly 46.1 µM), for the others: at the highest dose activity, negative = cell killing, hits mostly cytotoxic; 55,000 tested, 0.97% active;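 further: potency means the concentration at half of the fitted maximal effect; 0% = DMSO only and -100% = full killing by 100 µM tamoxifen; nearly all actives have a fitted effect of over 50% in size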
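Cells seeded at 600/well, 37C overnight. Compound added (up to 46 uM), plates shifted to 39C for 24 hr. ATPlite added, luminescence read after 20 min at room temperature.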
FH mod: Identification of activators of human fumarate hydratase by quantitative high-throughput screening. FH coupled MDH/diaphorase resazurin fluorescence, 15 min. Potency, µM (highest dose often 79.9 µM), inactives show at the top dose activity change, negative = inhibition, hits mostly inhibitors. 54,000 tested, 0.22% active; further: potency means the concentration at half of the fitted maximal effect; on the % scale 0 is the no-effect control and ±100 the full control effect; the screen sought activators but most active calls are inhibition curves; nearly all actives have a fitted effect of over 45% in size
B2AR arrestin ag: qHTS assay of beta-arrestin-biased ligands of beta2-adrenergic receptor: NCGC Sytravon Library Screen; Beta-2 adrenergic receptor (Homo sapiens), P07550; HTLA Tango cells, beta-arrestin recruitment, luciferase luminescence, 18 h; Potency, µM (series often up to 46.1 µM), for the others: at the top dose activation, hits mostly activators; 44,000 tested, under 10 active; AID 1347077, 2019;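 further: potency means the concentration at half of the fitted maximal effect; 0% = DMSO and full agonism = EC100 isoproterenol or metaproterenol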
Target sequence (P07550 whole entry, looked up): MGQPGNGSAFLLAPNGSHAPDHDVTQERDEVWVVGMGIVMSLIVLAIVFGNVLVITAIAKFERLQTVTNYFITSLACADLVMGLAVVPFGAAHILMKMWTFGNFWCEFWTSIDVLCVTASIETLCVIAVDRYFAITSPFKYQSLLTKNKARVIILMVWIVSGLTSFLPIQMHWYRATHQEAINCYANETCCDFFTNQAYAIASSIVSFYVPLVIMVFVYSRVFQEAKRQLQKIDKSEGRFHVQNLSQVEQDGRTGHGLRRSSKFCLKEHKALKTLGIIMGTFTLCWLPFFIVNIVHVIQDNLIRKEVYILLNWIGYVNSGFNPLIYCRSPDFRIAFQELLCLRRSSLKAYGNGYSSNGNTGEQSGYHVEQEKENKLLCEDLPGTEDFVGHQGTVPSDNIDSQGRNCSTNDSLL
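First, Tango cells carrying beta2-AR and beta-arrestin fusions received compound up to 46 microM. After 18 hr at 37 degrees C, luciferase substrate was added for 15 minutes, then luminescence gave %Activity for curve fitting.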
NTMT1 inhibitor: Primary qHTS for Inhibitors of N-terminal methyltransferase 1 (NTMT1): MTaseGlo Assay | AID 1645870, 2021 | Potency, µM (highest dose often 114 µM), inactives show at the highest dose activity change, negative = inhibition, usual class: inhibitors | 59,000 tested, 2.5% active | NTMT1 MTase-Glo SAH luminescence, purified enzyme | N-terminal Xaa-Pro-Lys N-methyltransferase 1 (Homo sapiens), Q9BV86;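 further: potency means the concentration at half of the fitted maximal effect; plate controls were DMSO vehicle for no effect and no enzyme for full effect; nearly all actives have a fitted effect of over 65% in size; many of its hits are not listed in these tables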
Target sequence (Q9BV86 whole entry, looked up): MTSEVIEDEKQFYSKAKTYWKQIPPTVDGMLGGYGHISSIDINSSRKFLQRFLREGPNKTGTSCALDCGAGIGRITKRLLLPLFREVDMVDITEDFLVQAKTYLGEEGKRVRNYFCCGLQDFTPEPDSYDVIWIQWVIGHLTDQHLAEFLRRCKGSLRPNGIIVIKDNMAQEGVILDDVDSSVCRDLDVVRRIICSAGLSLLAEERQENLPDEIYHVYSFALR
p53null 32C tox: qHTS Screen for Compounds that Selectively Target Cancer Cells with p53 Mutations: Cytotoxicity of p53 Null Cells at the Permissive Temperature. H1299-neo p53 null cells, ATP luminescence, 24 h, 32C. Potency, µM (highest dose often 46.1 µM), inactives show at the highest dose activity change, negative = cytotoxicity, most hits filed as cytotoxic. 55,000 tested, 0.62% active. AID 903, 2007;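 further: potency means the concentration at half of the fitted maximal effect; 0% = DMSO only and -100% = full killing by 100 µM tamoxifen; nearly all actives have a fitted effect of over 55% in size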
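Cells lacking p53 (H1299-neo) are plated at 600 per well and allowed to settle overnight at 37C. Test compounds (up to 46 uM) are added and held 24 hours at 32C, then ATP is quantified by luminescence.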
Active calls of the source: *; u = inconclusive; x = no result given; [ ] = another dose, or the depositor's remark. The call rests on the fitted dose curve; in most records, active means well fitted curve in the direction sought with a large enough effect; inconclusive means small, poorly fitted or top-dose-only effect, or another doubt; inactive means no such curve, though single readings can be large; an effect the other way counts as inactive or inconclusive. A portion of the library; the hit share may differ from the screen's.

SMILES | TSG101-PTAP inh | GALK inh | p53null 39C kill | FH mod | B2AR arrestin ag | NTMT1 inhibitor | p53null 32C tox
CC(C)C(=O)Nc1nnc2n1CCS2 | 3% | 1% | 10% | 7% | 0% | 0% | 2%
CCOc1ccc2c(c1)c(=O)c(S(=O)(=O)c1ccccc1)cn2CC(=O)Nc1ccccc1OC | 0% | 1% | -9% | -10% | 0% | -17% | 8%
Cc1cccc(-n2c(SCC(=O)c3ccccc3)nnc2-c2ccc(Br)cc2)c1 | 0% | -8% | 4% | -29% | -2% | -4% | 5%
CN1C(C(=O)Nc2cccc(O)c2)=CC(c2cccs2)=NS1(=O)=O | -6% | 2% | -5% | -16% | -2% | -8% | -6%
Cc1ccc(CNC(=O)c2c[nH]n3c(=O)c(Cc4ccc(Cl)cc4)c(C)nc23)cc1 | 0% | 7% | u | u | 0% | u | u
Cc1ccc(C)c(NC(=O)CN(C)S(=O)(=O)c2cccc3cccnc23)c1 | -6% | -2% | 7% | -1% | 0% | 10% | -6%
COc1ccc(Br)cc1CNC(=O)c1cnc2sc(N3CCCC3)nn2c1=O | -2% | 0% | -13% | 3% | -1% | -2% | -1%
COc1ccc(C(=O)NCCn2cc(SCC(=O)Nc3ccccc3)c3ccccc32)cc1OC | -2% | 0% | x | -13% | 1% | -12% | x
Cc1ccc2c(c1)N(CC(=O)NCCCN1CCCCC1C)C(=O)c1cccnc1O2 (stereo not drawn) | 1% | 2% | -9% | -5% | 0% | -1% | -7%
CCOCCCNC(=O)CN1C(=O)c2c(c3ccccc3n2C)C1c1ccc(OC)cc1 (stereo not drawn) | -11% | 1% | -1% | 2% | 1% | -2% | 8%
Cc1ccc(CNC(=O)c2cc(-c3ccc(Cl)cc3)on2)cc1 | -7% | 2% | 21% | -11% | u | 7% | 3%
CC1CCN(S(=O)(=O)c2ccc3nc(N4CCN(c5ccccc5)CC4)ccc3c2)CC1 | 1% | 0% | -7% | -4% | 0% | 12% | -5%
COc1ccc(C2CC(=O)Nc3c2c(=O)n(C)c2nc4ccccc4n32)cc1 (stereo not drawn) | -1% | 8% | -10% | -2% | 0% | 12% | 12%
Cc1nn(-c2ccccc2)c(OC(=O)C(C)C)c1Sc1ccc(Cl)cc1 | -9% | 0% | u | -2% | -1% | 9% | -27%
CCn1c(C(=O)NCc2ccccc2Br)cc2oc3ccccc3c21 | 0% | 1% | -21% | -15% | 1% | 2% | u
COC(=O)c1ccc([C@@H]2Nc3c(OC)ccc(C)c3[C@@H]3C=CC[C@@H]32)cc1 | -1% | -16% | -11% | -13% | 0% | u | -1%
CCOC(=O)C1CCCN(C(=O)c2ccc3c(c2)sc2nc(-c4ccc(C)cc4C)cn23)C1 (stereo not drawn) | 1% | 4% | -20% | -21% | 0% | 7% | 0%
O=C(c1cnn(-c2cccc(F)c2)c1-n1cccc1)N1CCN(c2ccccc2F)CC1 | -5% | 1% | -25% | -15% | 1% | 7% | 16%
O=C(CN1CCN(CC(=O)Nc2ccccc2F)CC1)Nc1ccc(Cl)c(C(F)(F)F)c1 | -9% | 5% | 10% | -19% | 0% | -3% | 7%
COc1ccc2nc(NC(=O)c3cc(=O)c4ccccc4o3)sc2c1 | 0% | -2% | u | -2% | 0% | u | u
Cc1ccc(Cl)cc1NS(=O)(=O)c1ccc2oc(=O)c3ncn(C)c3c2c1 | 0% | 1% | 67%[activator] | x | -1% | x | u
CS(=O)(=O)NCC(c1ccco1)N1CCN(c2ccccc2)CC1 (stereo not drawn) | -2% | -3% | 15% | -4% | -4% | 15% | 5%
Cc1nn(-c2ccccc2)c(OC(=O)c2ccccc2Br)c1S(=O)(=O)c1ccccc1 | 1% | -8% | -5% | -9% | -1% | 8% | -5%
COc1ccc(CCC(=O)NCc2ccc3c(c2)CCN3C(=O)c2ccc(F)cc2)cc1 | -1% | -2% | -10% | 0% | 0% | 8% | -2%
O=C1C(c2ccc(C(F)(F)F)cc2)=C(Nc2ccc(Cl)cc2)c2ccccc21 | 5% | 2% | -28% | u | 1% | -1% | -10%
Cc1cc(OC(C)C(=O)N(Cc2ccco2)Cc2ccco2)cc(C)c1Cl (stereo not drawn) | -1% | 0% | u | -18% | -1% | 5% | 26%
CCN(CC)CCN(C(=O)c1ccc(C(=O)OC)cc1)c1nc2ccc(Cl)cc2s1 | -1% | 0% | -24% | 2% | -1% | 11% | -12%
COc1cccc(N2CCN(c3ccc4nnc(CCC(=O)O)n4n3)CC2)c1 | 1% | 7% | 10% | -12% | 1% | 9% | 4%
Cc1ccc(-c2nnc3ccccc3c2C(=O)Nc2cccc(Cl)c2)cc1 | -1% | 4% | -17% | -4% | 0% | -22% | -6%
O=C(CCc1ccccc1)N1CCc2c([nH]c3ccccc23)C1c1ccc(Cl)cc1 (stereo not drawn) | -3% | 0% | 16% | -16% | 2% | 3% | -14%

Six compounds drawn at random from those above, as already listed:
SMILES | TSG101-PTAP inh | GALK inh | p53null 39C kill | FH mod | B2AR arrestin ag | NTMT1 inhibitor | p53null 32C tox
Cc1ccc(C)c(NC(=O)CN(C)S(=O)(=O)c2cccc3cccnc23)c1 | -6% | -2% | 7% | -1% | 0% | 10% | -6%
CCOc1ccc2c(c1)c(=O)c(S(=O)(=O)c1ccccc1)cn2CC(=O)Nc1ccccc1OC | 0% | 1% | -9% | -10% | 0% | -17% | 8%
Cc1nn(-c2ccccc2)c(OC(=O)c2ccccc2Br)c1S(=O)(=O)c1ccccc1 | 1% | -8% | -5% | -9% | -1% | 8% | -5%
COc1ccc(CCC(=O)NCc2ccc3c(c2)CCN3C(=O)c2ccc(F)cc2)cc1 | -1% | -2% | -10% | 0% | 0% | 8% | -2%
Cc1ccc(-c2nnc3ccccc3c2C(=O)Nc2cccc(Cl)c2)cc1 | -1% | 4% | -17% | -4% | 0% | -22% | -6%
Cc1nn(-c2ccccc2)c(OC(=O)C(C)C)c1Sc1ccc(Cl)cc1 | -9% | 0% | u | -2% | -1% | 9% | -27%

(cont.)
SMILES | TSG101-PTAP inh | GALK inh | p53null 39C kill | FH mod | B2AR arrestin ag | NTMT1 inhibitor | p53null 32C tox
Cc1ccc(-c2nnc(Nc3ccc(Cl)c(Cl)c3)c3ccccc23)cc1S(=O)(=O)NCCO | 0% | -4% | -7% | x | -2% | x | 13%
Cc1cc(NC(=O)CSc2nc(-c3ccccc3F)nc3c2c(=O)n(C)c(=O)n3C)no1 | -1% | -2% | 5% | -6% | -1% | 19% | 4%
CC(C)c1ccc(C2NC(=O)c3c(sc4c3CCN(C)C4)N2)cc1 (stereo not drawn) | -3% | 0% | 2% | 9% | -2% | 4% | -7%
COc1ccc(-c2nnn3c2nc(N2CCCC(C)C2)c2ccccc23)cc1 (stereo not drawn) | -1% | -1% | 5% | -23% | 0% | u | 1%
Cc1ccc2c(c1)-c1onc(C(=O)N3CCN(c4ccc(Cl)cc4)CC3)c1CO2 | 0% | -11% | 56%[activator] | -5% | 0% | 9% | -1%
Cc1ccc(OC(=O)c2snnc2C)cc1C | 1% | 4% | 8% | -3% | -4% | 2% | 2%
CCOCCCNC(=O)Cn1nc(CC)n2c(cc3c(OC)cccc32)c1=O | -3% | 7% | -16% | x | 0% | x | 0%
CCS(=O)(=O)c1ncc(Cl)c(C(=O)Nc2ccccc2)n1 | -7% | -1% | 20µM* | 3% | 0% | -7% | 61%[activator]
CCCCNC(=O)Nc1ccc2c(c1)N(C)C(=O)c1ccccc1S2 | 3% | 3% | -24% | -25% | -2% | 89µM* | -15%
O=C(NCCc1csc(-c2ccc(F)cc2)n1)C(=O)Nc1ccc(Cl)cc1 | 2% | 4% | 1% | 2% | 1% | 6% | -2%
Cc1ccc(Cl)cc1N1CCN(c2ncnc3c2nc2n3CCCCC2)CC1 | -5% | -5% | -3% | -15% | 0% | -2% | 5%
CCOc1ccc(Nc2oc(-c3ccc(COc4ccccc4C)o3)nc2C#N)cc1 | -4% | -10% | -18% | -28% | -3% | 0% | -16%
Cc1ccccc1CCNC(=O)c1ccc(NC(=O)N2CC(C)Sc3ccccc32)cc1 (stereo not drawn) | -1% | 0% | -21% | -1% | -2% | 21% | 7%
CC(C)NC(=O)C1CCN(C(=O)N2CC(C)Oc3ccccc32)CC1 (stereo not drawn) | -1% | 2% | -21% | -2% | 6% | -1% | -4%
CCC1CCCCN1CCCNC(=O)c1ccc2c(c1)N(Cc1ccc(Cl)cc1)C(=O)c1ccccc1S2(=O)=O (stereo not drawn) | -2% | -1% | 25µM* | -13% | 1% | u | -1%
Cc1ccc(-n2ncc(C(=O)NCCc3c[nH]c4ccccc34)c2C2CCN(C(=O)OC(C)(C)C)CC2)cc1C | 1% | 1% | 20% | -27% | 0% | 13% | 3%
COc1cccc(NC(=O)Cn2c(=O)n(CCC(=O)NCCc3ccc(Cl)cc3)c(=O)c3ccccc32)c1 | 1% | -5% | -8% | -2% | 0% | -13% | -3%
Cc1ccc(NC(=O)N2CCC(c3ccccc3)C2)cc1C (stereo not drawn) | -3% | 0% | u | -2% | 1% | 7% | u
O=C(C1CCN(c2ncnc3c2nc2n3CCCCC2)CC1)N1CCN(c2ccc(F)cc2)CC1 | 1% | 3% | -23% | -2% | 1% | u | 5%
Cc1ccc(CCNC(=O)c2cc3cc(S(=O)(=O)N4CCCCC4)ccc3n2C)cc1 | -4% | -5% | -12% | -11% | -1% | 10% | -1%
Cc1cccc(C(=O)Nc2cccc(OCc3cc(=O)n4cccc(C)c4n3)c2)c1 | 1% | -2% | 5% | 13% | 0% | 15% | 3%
CCOC(=O)c1cc(OC(=O)c2ccc(OC)cc2)n(-c2ccccc2)n1 | -8% | 2% | u | 0% | 0% | u | -2%
Cc1ccc(CNC(=O)CCC(=O)N2Cc3ccccc3Oc3ncccc32)cc1 | -5% | -1% | -9% | 3% | 2% | 10% | 3%
Cc1ccc2nc(SCc3nc(-c4ccc(Cl)cc4)no3)[nH]c2c1 | 5% | 8% | u | u | 1% | u | u
Cc1c(CCNC(=O)c2c(F)cccc2F)sc2nc(-c3ccc(F)cc3)nn12 | -5% | 1% | 29% | -3% | -4% | 3% | -1%
COc1ccc(-n2nc(C(=O)NCc3ccc(F)cc3)c3c4ccccc4n(C)c3c2=O)cc1 | -8% | 0% | 9% | 8% | 0% | 18% | 7%
O=C(CCc1nnc2n(Cc3ccccc3Cl)c(=O)c3ccccc3n12)Nc1ccccc1 | 1% | -7% | 6% | -2% | 0% | -2% | -1%
